# Screens: PubChem BioAssay, National Center for Advancing Translational Sciences (NCATS)
# Tau fil binding – qHTS Assay for Tau Filament Binding; AID 596, 2007; 2% of 71,000 active; Microtubule-associated protein tau (Homo sapiens), P10636; Potency, µM (titrated, usually from 57.1 µM), without a hit: at the top dose activity change, negative = inhibition; recombinant tau filaments, thioflavin S fluorescence, 15 h; filaments grown with octadecylsulfate alongside compound;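 note: potency is the fitted concentration of half-maximal effect; % is set by controls: 0 for no effect and ±100 for the full control effect; actives lower thioflavin S fluorescence by blocking filaments or displacing dye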
#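 Read-out: ThS fluorescence, 450 nm excitation/510 nm emission; lower signal marks blocked filament formation or displaced dye. Tau at 1 uM with 30 uM ODS, 10 uM ThS, 5 mM DTT, 100 mM NaCl, 10 mM HEPES pH 7.4; 15 h, 37 C.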
# HBB splice mod – qHTS Assay for Modulators of Hemoglobin Beta Chain Splicing | HBB splicing reporter cell assay, activation; EGFP reporter with mutant IVS2-654 intron; response scale: normalised to 500 nM splice-correcting PNA | Potency, µM (titrated, usually from 46.1 µM), for inactives: top-dose activation, actives largely listed as activators | 0.06% of 65,000 active | AID 925, 2007; note: potency is the fitted concentration of half-maximal effect; 0% is about no effect
#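 Compounds were applied for 2 days to HeLa EGFP-654 cells, 500/well in Optimem with 2% FCS. The reporter's EGFP is disrupted by mis-splicing of beta-globin intron IVS2-654. Readout: summed well GFP fluorescence from 488 nm laser scanning; reference was 500 nM antisense […] 654 PNA.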
# ERK AVP block – qHTS Assay for Inhibitors of the ERK Signaling Pathway using a Homogeneous Screening Assay. HEK293-V1b, vasopressin-stimulated pERK AlphaScreen. Potency, µM (titrated, usually from 57.5 µM), without a hit: top-dose activity, negative = inhibition, usual class: inhibitors. 0.99% of 72,000 active; note: potency is the fitted concentration of half-maximal effect; % is set by controls: 0 for no effect and ±100 for the full control effect; nearly all actives have a fitted effect of over 55% in size
#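 HEK293 cells stably expressing V1b receptor, seeded overnight in 1% FBS, were treated with compounds for 30 min at 37C, then stimulated 5 min with 25 nM vasopressin; phospho-ERK read by AlphaScreen SureFire after lysis.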
# CRE-bla Fsk – Cell signaling CRE-BLA (Fsk stim); CHO CRE-bla reporter (cAMP response element driving beta-lactamase), forskolin EC10, beta-lactamase ratio; Potency, µM (titrated, usually from 38.2 µM), for the others: at the highest dose activity change, negative = inhibition, hits mostly activators; 2.5% of 71,000 active; AID 662, 2007; active = well fitted activation curve with a large enough effect in the signal ratio, with a control signal flat, not every such curve was filed as active; inconclusive = small, poorly fitted or top-dose-only effect, or effect the other way, or a change in a side signal; the % refers to the signal ratio; note: potency is the fitted concentration of half-maximal effect; % of control where 0% means no effect
#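 AC50 values, positive or negative, reflect shifts in EC10 NKH 477-induced CRE-bla reporter activity in CHO cells. Incubation lasted 3 h at 37 °C before CCF4 substrate (2 h, room temperature) and ratiometric 460/530 nm reading.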
# Luciferase inh – qHTS Assay for Inhibitors of Firefly Luciferase; Luciferin 4-monooxygenase (Photinus pyralis), P08659; purified firefly luciferase, luminescence, 8 min; Potency, µM (highest dose often 57.1 µM), for the others: at the top dose activity change, negative = inhibition, hits mostly inhibitors; 2.2% of 72,000 active; note: potency is the fitted concentration of half-maximal effect; % is set by controls: 0 for no effect and ±100 for the full control effect; nearly all actives have a fitted effect of over 40% in size
# Target sequence (P08659 whole entry, looked up): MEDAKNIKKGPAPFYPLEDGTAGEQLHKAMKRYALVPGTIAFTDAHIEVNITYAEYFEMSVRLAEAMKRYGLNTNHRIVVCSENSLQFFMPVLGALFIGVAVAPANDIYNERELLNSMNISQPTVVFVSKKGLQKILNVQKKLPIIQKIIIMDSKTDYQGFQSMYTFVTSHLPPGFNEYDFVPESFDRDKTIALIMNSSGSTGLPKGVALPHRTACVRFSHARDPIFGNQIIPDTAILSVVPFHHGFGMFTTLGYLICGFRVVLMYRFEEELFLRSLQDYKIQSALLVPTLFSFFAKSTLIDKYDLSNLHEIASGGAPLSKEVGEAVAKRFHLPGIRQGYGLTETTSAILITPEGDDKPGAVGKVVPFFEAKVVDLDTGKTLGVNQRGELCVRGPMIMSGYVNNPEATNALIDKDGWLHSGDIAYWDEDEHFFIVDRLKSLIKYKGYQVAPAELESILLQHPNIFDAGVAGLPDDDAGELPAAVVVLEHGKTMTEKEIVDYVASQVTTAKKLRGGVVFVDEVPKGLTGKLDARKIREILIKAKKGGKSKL
#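 Compounds were tested as concentration series (qHTS) against purified P. pyralis luciferase with luciferin and 10 uM ATP in 50 mM imidazole pH 7.2, 50 mM KCl, 7 mM MgCl2, 0.01% Tween 20, 0.05% BSA. Luminescence was read after 8 min at ambient temperature.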
# ALOX15 inhib – qHTS Assay for Inhibitors of 15-hLO (15-human lipoxygenase) | 1.4% of 74,000 active | Polyunsaturated fatty acid lipoxygenase ALOX15 (Homo sapiens), P16050 | Potency, µM (highest dose often 57.1 µM), inactives show top-dose activity change, negative = inhibition, hits mostly inhibitors | purified 15hLO-1, xylenol orange hydroperoxide absorbance | AID 887, 2007; note: potency is the fitted concentration of half-maximal effect; % is set by controls: 0 for no effect and ±100 for the full control effect; nearly all actives have a fitted effect of over 55% in size
#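 Readout: Fe(III)-xylenol orange absorbance, 573-to-405 nm ratio as reaction progress. Enzyme 40 nM purified human 15hLO-1, substrate 50 uM arachidonic acid, 6 min RT after 15 min compound preincubation; Hepes pH 7.5 buffer with Triton X-100.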
# HADH2 inh – qHTS Assay for Inhibitors of HADH2 (Hydroxyacyl-Coenzyme A Dehydrogenase, Type II) | recombinant HADH2, NADH fluorescence, beta-hydroxybutyryl-CoA | Potency, µM (top dose mostly 57.1 µM), for the others: at the highest dose activity change, negative = inhibition, most hits filed as inhibitors | 3.4% of 73,000 active | 3-hydroxyacyl-CoA dehydrogenase type-2 (Homo sapiens), Q99714; note: potency is the fitted concentration of half-maximal effect; % is set by controls: 0 for no effect and ±100 for the full control effect; nearly all actives have a fitted effect of over 60% in size; many of its hits are not listed in these tables
# Target sequence (Q99714 whole entry, looked up, one chain of several): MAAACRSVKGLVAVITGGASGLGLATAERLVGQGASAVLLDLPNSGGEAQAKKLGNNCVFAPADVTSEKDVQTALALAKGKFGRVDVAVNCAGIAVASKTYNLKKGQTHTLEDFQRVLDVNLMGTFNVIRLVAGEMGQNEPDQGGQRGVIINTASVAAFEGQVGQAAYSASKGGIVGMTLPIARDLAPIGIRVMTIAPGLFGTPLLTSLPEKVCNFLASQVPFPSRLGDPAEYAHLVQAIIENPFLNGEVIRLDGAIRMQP
#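 NADH fluorescence (ex 360/em 450 nm) read every 30 s for 4 min; activity taken as last-minus-first time point difference. Enzyme 20 nM, NAD+ 1 mM, beta-hydroxybutyryl-CoA 90 uM, pH 9.0 Tris buffer.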
# Epigenetic mod – qHTS Assay for Epigenetic Modulators. mouse C127i GFP locus derepression, cytometry, 30 h. Potency, µM (top dose mostly 46.1 µM), for the others: at the highest dose GFP derepression (activation). 0.09% of 68,000 active. AID 597, 2007; note: % of control where 0% means no effect
#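 Murine C127i mammary cells carrying a silenced, stably integrated CMV-driven GFP reporter were treated with compound for 30 hours at 37 C. After PBS washes, GFP-positive cells were counted by laser-scanning microplate cytometry.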
# DNA Pol III inh – qHTS Assay for Inhibitors of DNA Polymerase III Holoenzyme System; reconstituted DNA polymerase III holoenzyme replication, biochemical; Potency, µM (titrated, usually from 57.1 µM), for the others: at the top dose activity change, negative = inhibition; 0.25% of 71,000 active; note: potency is the fitted concentration of half-maximal effect; % is set by controls: 0 for no effect and ±100 for the full control effect
#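 Reconstituted *E. coli* holoenzyme (0.35 nM Pol III, 1 nM beta, 154 nM SSB, 2 nM primase) was preincubated with compound for 15 min at RT. Synthesis on 1.4 nM ssM13Gori ran 35 min, then was stopped with PicoGreen/EDTA and read as dsDNA fluorescence.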
# UbGFP stabilizer – Ubiquitin-GFP Assay; Ubiquitin-GFP reporter cells, proteasome inhibition, GFP fluorescence; response scale: untreated = 0%, 10 µM MG-132 = 100%; Potency, µM (highest dose often 45.9 µM), inactives show at the top dose activation (GFP accumulation), hits mostly activators; 67,000 tested, under 10 active; active = well fitted activation curve with a large enough effect, not every such curve was filed as active; inconclusive = small, poorly fitted or top-dose-only effect, or another doubt; inactive = no such curve, though single readings can be large or run the other way; note: potency is the fitted concentration of half-maximal effect
#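 GFP accumulation read-out: laser plate cytometry counting ubiquitin(G76V)-GFP-expressing U2OS cells after 4 hr compound exposure at 37 °C. Titrations spanned 46 uM to 2.9 nM; 0% = basal, 100% = 10 uM MG-132; concentration-response curves fitted.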
# Hsp90 Hop PPI – qHTS Assay for Disrupters of an Hsp90 Co-Chaperone Interaction; AlphaScreen TPR2A-His6 binding biotin-Hsp90 C-terminal peptide; Potency, µM (doses to about 57 µM), for inactives: top-dose activity change, negative = inhibition; 0.44% of 71,000 active; active = well fitted curve in either direction with a large enough effect; inconclusive = small, poorly fitted or top-dose-only effect, or another doubt; note: potency is the fitted concentration of half-maximal effect; % is set by controls: 0 for no effect and ±100 for the full control effect; many of its hits are not listed in these tables
# The depositor's hits bear a star; i = inactive; ? = inconclusive; / = not tested or not shown; & = joins results of further samples; [ ] = remark or other dose. Unless noted, calls come from the whole dose curve; as a rule, active = well fitted curve in the direction sought with a large enough effect; inconclusive = small, poorly fitted or top-dose-only effect, or another doubt; inactive = no such curve, though single readings can be large; an effect the other way counts as inactive or inconclusive.
No.	mol	Tau fil binding	HBB splice mod	ERK AVP block	CRE-bla Fsk	Luciferase inh	ALOX15 inhib	HADH2 inh	Epigenetic mod	DNA Pol III inh	UbGFP stabilizer	Hsp90 Hop PPI
1	Cc1ccc(CCNC(=O)NC(C)(C)C)cc1	-9%	0.5%	-4%	?	-5%	3%	2%	-3%	-3%	4%	-4%
2	CCC(C)(C)n1nnnc1CN(Cc1cc2cc(OC)c(OC)cc2[nH]c1=O)C1CCCC1	i	-2.4%	8%	?	-4%	?	3%	0%	2%	5%	-1%
3	CN1C(=O)C2(c3ccccc31)N(C)CC(c1ccccn1)C21SC(=S)N(Cc2ccco2)C1=O (centres undefined)	-22%	0.9%	?	-30%	4%	?	16%	-3%	-9%	10%	-21%
4	Cc1oc(C(C)(C)C)cc1C(=O)Nc1ccc(C(=O)O)cc1	2%	-3.5%	-5%	8%	-4%	4%	-2%	5%	0%	1%	-6%
5	CCOC(=O)c1sc(=S)n(Cc2ccccc2)c1N	-7%	-0.6%	5%	5%	-1%	-14%	-4%	8%	2%	-2%	-5%
6	COC(=O)c1ccc(C2C(C(=O)OCC(C)C)=C(C)N=C3SCCC(=O)N32)cc1 (centres undefined)	-5%	0.7%	-16%	13%	1%	-6%	-1%	0%	-2%	-1%	-6%
7	COc1ccc(OC(=O)c2ccncc2)cc1	-6%	-4.8%	14%	0%	-4%	5%	-5%	0%	3%	-4%	5%
8	CCOC(=O)c1[nH]c(CSc2nnnn2-c2ccccc2C)c(C(=O)OCC)c1C	19%	-1.1%	11%	2.5µM*	4%	-11%	?	-1%	-4%	0%	-3%
9	COc1ccc(CNc2ccc3c(c2)nc(C)n3C)cc1	-4%	-0.2%[57.5 µM]	-12%	-4%	?	14%	?	0%	-8%	-1%	-4%
10	CCc1nc2c(sc3nc4c(cc32)COC(C)(C)C4)c(=O)n1Cc1ccco1	31%	0.0%	?	7%	-19%	-26%	?	-2%	-3%	1%	?
11	CC(=O)N1CCN(S(=O)(=O)c2cccc(C(=O)Nc3nc4ccccc4[nH]3)c2)CC1	5%	0.4%[57.5 µM]	-24%	6%	2%	12%	3%	1%	-6%	0%	-2%
12	Clc1ccc(-c2nnc3sc(-c4ccc(Br)o4)nn23)c(Cl)c1	-17%	-2.0%	7%	?	-9%	9%	3%	3%	-17%	4%	-9%
13	CCOC(=O)N1CCN(c2c(NCCN3CCN(Cc4ccccc4)CC3)c(=O)c2=O)CC1	-4%	-0.8%	-16%	3%	2%	1%	4%	/	-6%	6%	-6%[2.3 µM]
14	CCOC(=O)c1c(NC(=O)CSc2nnc(CNc3ccc(F)cc3)o2)sc(C(C)=O)c1C	-24%	-2.0%	-32%	9%	-3%	-3%	?	1%	-6%	-4%	-14%
15	CCCCOC(=O)c1ccc(Nc2ncnc3nc[nH]c23)cc1	2%	-0.9%	/	8%	1%	5%	-6%	/	-1%	4%	-8%
16	CCc1ccc(CN2C(=O)CCC2(C)C(=O)NC2CCCC2)cc1 (centres undefined)	-2%	-2.6%	-13%	?	2%	-7%	1%	4%	-10%	-8%	-9%
17	COc1ccc(NC(=O)N2CCCc3ccccc32)cc1	8%	5.0%	13%	-3%	-2%	-13%	9%	-4%	3%	0%	?
18	CCOC(=O)CCN1C(=O)[C@H]2[C@H]3[C@H](O)[C@H](O)C/C(=N/OC[C@@H](O)COCc4ccco4)[C@H]3CC[C@@H]2C1=O	/	1.8%[9.22 µM]	3%[11.5 µM]	/	2%[11.4 µM]	-1%[11.4 µM]	5%[11.4 µM]	/	/	/	/
19	O=C(CN(Cc1ccccc1Cl)C(=O)Cn1nnc(-c2cccs2)n1)NCC1CCCO1 (centres undefined)	-1%	-0.2%[57.5 µM]	10%	-15%	-1%	12%	1%	0%	0%	-2%	1%
20	Cc1cc(=O)oc2ccc(OCC(=O)N3CCC(C)CC3)cc12	4%	0.2%	-14%	23%	4%	-3%	-24%	0%	-6%	-6%	-2%
21	COc1cc(C2NC(=O)NC(O)(C(F)(F)F)C2C(=O)c2ccc(Cl)cc2)ccc1O (centres undefined)	-9%	0.0%	26%	?	-1%	-6%	5%	0%	-6%	5%	?
22	Cc1nnc(SCc2cn3ccsc3n2)n(N)c1=O	-1%	2.1%[57.5 µM]	17%	2%	0%	4%	-4%	0%	-8%	-1%	-1%
23	O=C(NCc1ccco1)c1cc(-c2ccco2)on1	-8%	-1.2%	20%	-20%	-7%	-3%	-4%	0%	-3%	-6%	1%
24	C/C=C1\C(=O)C[C@H]2[C@@H]3CCC4=CC(=O)CC[C@]4(C)[C@H]3CC[C@]12C	171%	-1.1%	?	20%	/	-9%	-9%	/	1%	/	0%
25	Cc1cccc(NC(=O)CC2CCC2)c1	-8%	-0.8%	-13%	-8%	-1%	11%	8%	0%	0%	-2%	-1%

# (more compounds)
No.	mol	Tau fil binding	HBB splice mod	ERK AVP block	CRE-bla Fsk	Luciferase inh	ALOX15 inhib	HADH2 inh	Epigenetic mod	DNA Pol III inh	UbGFP stabilizer	Hsp90 Hop PPI
26	CC(C)C(c1nnnn1C1CCCC1)N(C)C1CCCCC1 (centres undefined)	16%	-0.2%[57.5 µM]	-19%	0%	2%	-3%	9%	1%	6%	-2%	8%
27	C/C(=C\c1ccc(C(=O)O)cc1)c1ccc2c(c1)C(C)(C)CCC2(C)C	-19%&13%	1.4%	-7%	5%&3%	1%&-1%	-11%[25.6 µM]	?	1%&2%	-5%&-4%	9%&0%	-4%&-7%
28	COc1cccc(C2CC(=O)N3CN(c4ccccc4F)CSC3=C2C#N)c1 (centres undefined)	-14%	1.6%	-17%	?	-22%	?	1.3µM*	/	-2%	12%	0%[2.3 µM]
29	O=C(Nc1ccc(Oc2ccc(S(=O)(=O)N3CCOCC3)cn2)cc1)c1ccco1	-4%	-0.4%[57.5 µM]	-10%	-12%	5%	0%	0%	-2%	-3%	0%	0%
30	OCCSc1ncnc2c1oc1ccccc12	-7%	5.8%[0.369 µM]	-18%	?	-5%	4%	-13%	-2%	-3%	/	0%
31	Cc1cccc(-c2noc(CN(C(C)C)S(=O)(=O)c3ccc(F)cc3)n2)c1	-1%	-0.8%	36%[activator]	9%	1%	-2%	-6%	3%	-3%	0%	?
32	COC(=O)C1(C(O)C(=O)c2ccc(C)cc2C)CCCCC1 (centres undefined)	-13%	1.8%	6%	-12%	0%	-4%	4%	3%	-1%	1%	2%

# Part of the list above in order of molecular weight, largest number first.
No.	mol	Tau fil binding	HBB splice mod	ERK AVP block	CRE-bla Fsk	Luciferase inh	ALOX15 inhib	HADH2 inh	Epigenetic mod	DNA Pol III inh	UbGFP stabilizer	Hsp90 Hop PPI
31	Cc1cccc(-c2noc(CN(C(C)C)S(=O)(=O)c3ccc(F)cc3)n2)c1	-1%	-0.8%	36%[activator]	9%	1%	-2%	-6%	3%	-3%	0%	?
27	C/C(=C\c1ccc(C(=O)O)cc1)c1ccc2c(c1)C(C)(C)CCC2(C)C	-19%&13%	1.4%	-7%	5%&3%	1%&-1%	-11%[25.6 µM]	?	1%&2%	-5%&-4%	9%&0%	-4%&-7%
32	COC(=O)C1(C(O)C(=O)c2ccc(C)cc2C)CCCCC1 (centres undefined)	-13%	1.8%	6%	-12%	0%	-4%	4%	3%	-1%	1%	2%

# Not all compounds are listed; the hit share may differ from the screen's.
